Vif-APOBEC3G blk = Vif-A3G binding inhibition; Potency, µM (highest dose often 46.1 µM), for inactives: at the highest dose activity, negative = active, usual class: inhibitors; 410,000 compounds, 0.076% hits; HeLa A3G-eYFP + Vif (tagged APOBEC3G with the HIV-1 protein that degrades it), YFP fluorescence, overnight; Q9HC16;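 further: potency means the concentration at half of the fitted maximal effect; on the % scale 0 is the no-effect control and ±100 the full control effect; nearly all actives have a fitted effect of over 60% in size; hits raise eYFP signal because A3G escapes Vif-driven loss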
Target sequence (Q9HC16 whole entry, looked up): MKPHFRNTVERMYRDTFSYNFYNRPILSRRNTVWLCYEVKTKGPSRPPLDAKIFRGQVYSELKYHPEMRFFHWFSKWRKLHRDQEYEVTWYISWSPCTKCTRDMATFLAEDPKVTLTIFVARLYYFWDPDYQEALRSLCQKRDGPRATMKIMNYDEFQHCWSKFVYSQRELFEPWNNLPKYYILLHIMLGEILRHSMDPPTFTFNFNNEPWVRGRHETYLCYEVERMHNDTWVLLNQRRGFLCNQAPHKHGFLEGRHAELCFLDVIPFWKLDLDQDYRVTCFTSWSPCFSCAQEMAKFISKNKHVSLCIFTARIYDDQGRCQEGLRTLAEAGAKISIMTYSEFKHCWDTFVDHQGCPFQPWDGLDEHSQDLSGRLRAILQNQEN
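Read-out is eYFP fluorescence (Ex 488/Em 500-530) from Vif-expressing HeLa A3G-eYFP cells; more signal means A3G escaped Vif-mediated degradation. Cells plated overnight, compound pinned in, incubated overnight at 37 deg C.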
D2 PAM = D2 dopamine receptor (human) potentiation; potentiation, % at 10 µM; AID 485347; 340,000 compounds, 0.34% hits; P14416; HEK293 T-REx D2, calcium flux, EC20 dopamine potentiation;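 active means potentiation over 3 SD above the plate norm, cut at about 30% in these data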; further: 0% is about no effect
Target sequence (P14416 whole entry, looked up): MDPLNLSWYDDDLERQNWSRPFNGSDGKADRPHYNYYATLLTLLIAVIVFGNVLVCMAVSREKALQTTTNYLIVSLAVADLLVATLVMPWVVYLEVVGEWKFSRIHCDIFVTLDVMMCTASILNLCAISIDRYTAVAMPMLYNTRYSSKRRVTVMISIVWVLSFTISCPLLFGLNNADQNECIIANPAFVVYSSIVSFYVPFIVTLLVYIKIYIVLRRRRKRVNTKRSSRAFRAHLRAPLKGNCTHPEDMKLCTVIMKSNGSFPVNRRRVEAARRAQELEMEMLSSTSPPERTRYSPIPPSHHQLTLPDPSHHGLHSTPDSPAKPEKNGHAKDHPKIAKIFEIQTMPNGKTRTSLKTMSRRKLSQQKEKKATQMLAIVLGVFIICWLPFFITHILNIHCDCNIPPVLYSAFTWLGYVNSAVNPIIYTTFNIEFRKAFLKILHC
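Tetracycline-induced Hek293 Trex D2 cells, force-coupled to calcium, loaded with no-wash calcium dye. Compound added with 180 s kinetic read for agonism, then EC20 dopamine and a further 180 s read for potentiation.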
Vif-A3F inh = Vif-A3F binding inhibition; Potency, µM (top dose mostly 46.1 µM), without a hit: top-dose activity, negative = active; 390,000 compounds, 0.2% hits; HeLa A3F-eYFP + Vif (tagged APOBEC3F with the HIV-1 protein that degrades it), YFP fluorescence increase; further: potency means the concentration at half of the fitted maximal effect; % of control where 0% means no effect; nearly all actives have a fitted effect of over 65% in size
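HeLa cells stably expressing Vif plus C-terminally eYFP-tagged A3F were seeded, incubated overnight at 37 deg C, dosed with compound, incubated overnight again at 37 deg C. Yellow fluorescence (Ex 488/Em 500-530) reported blocked Vif-mediated A3F-eYFP degradation.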
D1 antag = blocks dopamine activation of the human D1 receptor | P21728 | HEK293 TREx D1 cells, calcium flux, dopamine EC80; stronger effect = lower value | activity change, negative = inhibition, % at 10 µM | 360,000 compounds, 3.2% hits; in the data active means activity change below about -30%; further: on the % scale 0 is the no-effect control and ±100 the full control effect
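Kinetic fluorescence of a calcium dye serves as the read-out. D1-expressing Hek293 Trex cells, induced overnight at 30 C, are exposed to compound for 180 s before an EC80 dopamine addition, then read 180 s further.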
GRP78 ERSR act = induces the endoplasmic reticulum stress response in human glioma cells. U87-MG GRP78 promoter luciferase reporter, 16 h. Potency, µM, for the others: top-dose activation, hits mostly activators. 420,000 compounds, 0.02% hits; further: potency means the concentration at half of the fitted maximal effect; series mostly up to about 76 µM; % of control where 0% means no effect; nearly all actives have a fitted effect of over 35% in size
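ERSR induction read as luciferase luminescence (Bright-Glo, 10 min at room temperature) in stably transfected human U87-MG glioma cells exposed to compounds for 16 h, using GRP78 as sensor.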
RXFP1 agonist = activates the human relaxin receptor RXFP1 | 370,000 compounds, 0.3% hits | Potency, µM (series often up to 57.5 µM), inactives show top-dose activation, usual class: activators | AID 2676 | HEK293T-RXFP1 cAMP TR-FRET, 30 min; response scale: percent of porcine relaxin response, buffer zero; further: potency means the concentration at half of the fitted maximal effect; on the % scale 0 is the no-effect control and ±100 the full control effect; nearly all actives have a fitted effect of over 60% in size; many of its hits are not listed in these tables
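Agonist response is measured as cAMP accumulation in an RXFP1-transfected HEK293T line under PDE4 inhibition. Values are scaled between buffer-only and 29 nM porcine relaxin, and EC50s come from standard Hill equation fits.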
D1 potentiator = human D1 dopamine receptor positive modulation. P21728. potentiation, % at 10 µM. 360,000 compounds, 0.036% hits. AID 504651. HEK293 TREx D1 cells, calcium flux, dopamine EC20 potentiation; in the data active means potentiation above about 30%; further: 0% is about no effect
LDHA block = blocks human lactate dehydrogenase A; purified LDHA, NADH/diaphorase-resazurin fluorescence; stronger effect = lower value; activity change, % (values are at about 110 or 230 µM); 480,000 compounds, 0.15% hits; AID 1347041; in the data active means activity change below about -30%; inconclusive means mostly about -25% to -30%;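 further: plate controls were DMSO wells for no effect and wells without enzyme for full effect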
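LDH5 2 nM; NADH 0.06 mM, pyruvate 0.2 mM; 200 mM Tris pH 7.4, EDTA, Tween-20; 5 min RT. Detection: diaphorase 0.133 mg/mL + resazurin 37 µM, fluorescence ex540/em590 at 0 and 20 min; normalized to enzyme-free and DMSO wells.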
D1 ag = human D1 receptor agonism. 360,000 compounds, 1% hits. AID 504660. activation, % at 2 µM. HEK293 T-REx D1 cells, calcium flux, agonist mode. P21728; in the data active means activation above about 30%; further: 0% is about no effect
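Tetracycline-induced HEK293 TREx D1 cells, force-coupled to calcium signalling, were dye-loaded with a no-wash calcium kit. Compound was pin-added after a 10 s baseline. Fluorescence was read kinetically at 1 cycle/s for 180 s, with calcium rises flagged as agonism.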
The depositor's hits bear a star; ? = inconclusive; / = not tested or not shown; & = joins results of further samples. Unless noted, the call rests on the fitted dose curve; in most records, active means well fitted curve in the direction sought with a large enough effect; inconclusive means small, poorly fitted or top-dose-only effect, or another doubt; inactive means no such curve, though single readings can be large; an effect the other way counts as inactive or inconclusive. Some of the compounds tested. The share of hits here may be higher or lower than overall.

SMILES	Vif-APOBEC3G blk	D2 PAM	Vif-A3F inh	D1 antag	GRP78 ERSR act	RXFP1 agonist	D1 potentiator	LDHA block	D1 ag
CCOC(=O)C1CCCN(CCC(=O)Nc2cc(OC)ccc2OC)C1 (configuration not stated)	1%	-7	1%	-20	-2%	-1.0%	0	0&-11	7
COc1ccc(-c2ccc3oc(-c4ccc(OC)cc4)c(-c4cc(OC)c(OC)c(OC)c4)c3c2)cc1	4%	/	-1%	/	-5%	/	/	-10	/
CC1(C)Cc2c(c(N3CCOCC3)nc3sc(C(=O)Nc4ccc(Cl)cc4)c(N)c23)CO1	1%&7%	-3&-3	8%&0%	-3&6	1%&-2%	6.8%&10%	0	-3&-2	7&2
O=C(CSc1nnnn1-c1ccc(Cl)c(C(=O)O)c1)NC(c1ccccc1)c1ccccc1	2%	-1	-20%	-14	-2%	2.1%	-8	-6	12
CC(=O)Nc1cccc(NC(=O)c2ccco2)c1	1%	-9	-5%	1	-2%	0.2%	-6	0	3
CC(C)(C)c1nnc(NC(=O)CCC2CCCCC2)s1	0%	/	-9%	/	2%	/	/	-2	/
CNc1nc(NCc2ccccc2)nc(N)c1[N+](=O)[O-]	-5%	19	13%	10	-2%	1.1%	4	-2	2
Cc1cccc(-c2oc3ccccc3c2-c2ccc3c(c2)OCO3)c1	-6%	8	-2%	13	-5%	1.9%	9	-1	4
CS(=O)(=O)N(CCc1ccccc1)CC(=O)NCc1ccccc1	2%	-6	2%	2	-2%	-2.2%	-6	2	1
O=C(O)C1CC(O)CN1c1nc(Cl)ccc1[N+](=O)[O-] (configuration not stated)	3%	0	15%	-20	-2%	0.2%	3	3	4
Cc1csc(NC(=O)CN2C(=O)c3ccccc3C2=O)c1C(N)=O	2%	-2	8%	10	-4%	-2.0%	5	2	2
Cc1ccc(C)c(CN2C(=O)c3ccccc3S(=O)c3ccc(C(=O)N4CCN(c5ccccn5)CC4)cc32)c1 (configuration not stated)	0%	5	10%	17	1%	0.5%	-3	-4	1
CCN(CC)C(=O)[C@H]1C[C@H](CC(=O)NCC23CC4CC(CC(C4)C2)C3)C(=O)N2CCc3c([nH]c4cc(-c5ccco5)ccc34)[C@]12C	0%	/	5%	/	-1%	/	/	-8	/
COC(=O)C(CCSC)NC(=O)c1cc2c(n(-c3ccc(C)cc3)c1=O)CCCC2=O (configuration not stated)	0%	9	-3%	10	-8%	3.9%	2	-2	8
COC(=O)c1cc2occc2n1CC(=O)Nc1ccc(C)cc1Cl	-3%	0	3%	4	-1%	0.4%	-5	-9	5

Reformatted with values under each structure: entries from further up.
Value order – Vif-APOBEC3G blk | D2 PAM | Vif-A3F inh | D1 antag | GRP78 ERSR act | RXFP1 agonist | D1 potentiator | LDHA block | D1 ag
> CNc1nc(NCc2ccccc2)nc(N)c1[N+](=O)[O-]
    -5% | 19 | 13% | 10 | -2% | 1.1% | 4 | -2 | 2
> Cc1cccc(-c2oc3ccccc3c2-c2ccc3c(c2)OCO3)c1
    -6% | 8 | -2% | 13 | -5% | 1.9% | 9 | -1 | 4
> CS(=O)(=O)N(CCc1ccccc1)CC(=O)NCc1ccccc1
    2% | -6 | 2% | 2 | -2% | -2.2% | -6 | 2 | 1
> O=C(O)C1CC(O)CN1c1nc(Cl)ccc1[N+](=O)[O-] (configuration not stated)
    3% | 0 | 15% | -20 | -2% | 0.2% | 3 | 3 | 4
> Cc1csc(NC(=O)CN2C(=O)c3ccccc3C2=O)c1C(N)=O
    2% | -2 | 8% | 10 | -4% | -2.0% | 5 | 2 | 2
> Cc1ccc(C)c(CN2C(=O)c3ccccc3S(=O)c3ccc(C(=O)N4CCN(c5ccccn5)CC4)cc32)c1 (configuration not stated)
    0% | 5 | 10% | 17 | 1% | 0.5% | -3 | -4 | 1
> CCN(CC)C(=O)[C@H]1C[C@H](CC(=O)NCC23CC4CC(CC(C4)C2)C3)C(=O)N2CCc3c([nH]c4cc(-c5ccco5)ccc34)[C@]12C
    0% | / | 5% | / | -1% | / | / | -8 | /
> COC(=O)C(CCSC)NC(=O)c1cc2c(n(-c3ccc(C)cc3)c1=O)CCCC2=O (configuration not stated)
    0% | 9 | -3% | 10 | -8% | 3.9% | 2 | -2 | 8
> COC(=O)c1cc2occc2n1CC(=O)Nc1ccc(C)cc1Cl
    -3% | 0 | 3% | 4 | -1% | 0.4% | -5 | -9 | 5

The listing continues:
SMILES	Vif-APOBEC3G blk	D2 PAM	Vif-A3F inh	D1 antag	GRP78 ERSR act	RXFP1 agonist	D1 potentiator	LDHA block	D1 ag
Cc1ccc(S(=O)(=O)N2CCOCC2)cc1NC(=O)CNCc1ccccn1	-1%	-12	-4%	-14	2%	0.0%	-3	-17	2
O=C1CCC(C(=O)Nc2cccc(C(F)(F)F)c2)N1 (configuration not stated)	0%	-13	-4%	5	-4%	0.8%	-2	0	0
Cc1c(OC(C)C(=O)O)ccc2c(-c3ccccc3)cc(=O)oc12 (configuration not stated)	3%	-5	0%	-13	-1%	-24%	6	-2	2
CCCCc1ccc(CC(=O)Nc2cc(S(=O)(=O)N3CCOCC3)ccc2O)cc1	1%	6	-9%	18	-3%	-1.0%	5	1	3
CCOC(=O)c1oc2c(CN3CCN(C)CC3)c(O)ccc2c(=O)c1-c1ccccc1OC	0%	4	0%	8	0%	-1.3%	1	6	1
NC(=O)c1ccc(NC(=O)CNc2cc(S(=O)(=O)N3CCOCC3)ccc2N2CCCC2)cc1	0%	/	0%	/	-1%	/	/	-3	/
Cc1[nH]c2ccc(-c3n[nH]c(=S)n3C)cc2c1C	-7%	-8	-10%	6	-1%	1.4%	4	-10	0
CCS(=O)(=O)c1nc(S(=O)(=O)c2ccc(C)cc2)c(NCC(C)C)s1	7%	8	2%	0	-2%	3.4%	3	-9	1
COc1cc2ccccc2cc1-c1nnc(COc2ccccc2)o1	-2%	0	2%	-9	-5%	-0.7%	/	-2	1
Cc1ccc(NS(=O)(=O)c2ccc(C(=O)OCC(=O)N3CCCCC3)cc2)cc1	-1%	19	0%	-7	-2%	-0.1%	1	-1	23
CCCOc1ccc(C(=O)NNC(=O)CCNC(=O)c2ccccc2Cl)cc1OC	1%	-4	2%	-11	-2%	1.2%	-4	0	2
C=CCn1c(N)c(C(=O)NCC2CCCO2)sc1=S (configuration not stated)	0%	0	2%	-2	-5%	-1.7%	-4	-3	2
CCOC(=O)[C@H]1[C@H]2COc3cc(OC)ccc3[C@@H]2N2C(=O)N(c3cccc(F)c3)C(=O)[C@@]12C	0%	/	-1%	/	-3%	/	/	0	/
COc1ccccc1NC(=O)CN1CCN(CC(=O)Nc2ccc(OCc3ccccc3)cc2)CC1	-4%	9	7%	-1	-1%	0.1%	1	-4	2
Cc1cc(C2(O)C(=O)Nc3ccccc32)ccc1F (configuration not stated)	0%	11	-1%	-8	-3%	-0.4%	-2	-1	5
COCc1cc(C)nc(OCC(=O)N/N=C/c2cccc(OC)c2)c1C#N	-1%	2	-8%	0	-1%	-2.8%	-2	3	2
COc1cccc(CC(=O)OCc2csc(CC(=O)Nc3ccccc3C)n2)c1	-1%	-2	-4%	7	-5%	3.2%	-10	-3	4
COc1ccc(OC)c(NC2=NC3(CCCCC3)N=C(N)N2)c1	-2%	-6	-1%	-54*	-7%	0.9%	-23	2	1
Clc1cc2c(c(Cn3cnc4ccccc43)c1)OCOC2	-8%	23	1%	10	-7%	3.7%	-4	-6	3
Cc1occc1-c1nnc(SCC(=O)Nc2ccc3c(c2)OCO3)n1CC1CCCO1 (configuration not stated)	-8%	-9	2%	-5	1%	0.5%	0	6	2
COc1ccc(Oc2c(OC)cc([N+](=O)[O-])c3ncccc23)cc1	1%	/	?	/	0%	/	/	2	/
O=C(CSc1nc(-c2ccc(Cl)cc2)cs1)Nc1cccc([N+](=O)[O-])c1	-10%	-10	-3%	-24	3%	1.5%	-10	-1	3
CCC(=O)N1CCc2cc(S(=O)(=O)NCCC(=O)N3CCN(Cc4ccccc4)CC3)ccc21	2%	-1	-5%	-2	-1%	1.2%	-6	-3	1
CCOc1ccc(Nc2nc(Cc3nnc(SCC(N)=O)o3)cs2)cc1	0%	/	8%	2	1%	0.8%	-1	4	0
O=C(C/C=N\OCc1ccc([N+](=O)[O-])cc1)Nc1ccc(Br)cc1	0%	-4	0%	-15	-4%	-0.9%	0	-3	4
O=C(CN1C(=O)/C(=C/c2cccc(Cl)c2)SC1=S)NC1C=CS(=O)(=O)C1 (configuration not stated)	-21%	-11	11%	-16	8%	2.9%	-5	-13	10
Oc1ccc(C2CNCc3sccc32)cc1O (configuration not stated)	0%	-23	-1%	-96*	-5%&-4%	-1.4%	-4	17	92*
CN(Cc1ccccc1)C(=O)C1CCN(Cc2ccc(F)cc2)CC1	1%	/	/	18	-6%	0.1%	-6	-9	1
COc1cc(C(=O)Oc2c(CN3CCOCC3)cc(Cl)c3cccnc23)cc(OC)c1OC	?	-7	0%	-13	-1%	1.4%	-1	11	1
CC(C)N(Cc1ccccc1)CC(O)COc1ccc(S(=O)(=O)N2CCOCC2)cc1Cl (configuration not stated)	-1%	2	-13%	4	-4%	-0.2%	-3	-5	7
CC(NC(=O)/C(=C/c1ccc2c(c1)OCO2)NC(=O)c1cccc([N+](=O)[O-])c1)C(=O)O (configuration not stated)	0%	13	-17%	-18	-2%	-0.3%	3	2	7
CC(=O)Nc1ccc(-c2nnc(SCc3ccccc3C#N)n2C)cc1	-2%	0	-3%	0	0%	1.3%	-3	0	-1
O=C(NC1CCCCCCC1)c1ccc2c(c1)N(Cc1ccc(F)cc1)C(=O)CS2=O (configuration not stated)	-28%	16	0%	-15	-1%	0.1%	-6	3	1

Screening results as filed in PubChem.
